Bioassay records (PubChem)
PriA SSB inh: inhibitors of Klebsiella pneumoniae PriA binding to SSB C-terminal tail, primary screen, biochemical, AlphaScreen; 0.6% of 430,000 active; AlphaScreen SSBct-PriA binding, biotinylated peptide; PriA–SSB C-terminal tail interaction (Klebsiella pneumoniae); inhibition, % at 33 µM; AID 1272365, 2023; in the data active = inhibition mostly above about 37%, no sharp cut-off; inactive = mostly below about 20%;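 also: plate controls were negative control peptide for no effect and reference peptide for full effect; strong numbers were not always called active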
An asterisk follows results filed as active; i = inactive; & = joins results of further samples. An excerpt. The share of hits here may be higher or lower than overall.

mol	PriA SSB inh
Cc1ccc(NC(=O)Cn2nc3ccc(SC4CCCCC4)nn3c2=O)c(Cl)c1	-32.0
COc1cc(C=NNC(=O)c2ccc3nc[nH]c3c2)ccc1O	2.9
COc1ccc(-c2cn(-c3ccc(C(C)C)cc3)c(=S)[nH]2)cc1OC	19.0
O=C(c1ccccc1F)N1CCN(C(=O)[C@H]2C[C@@H]2c2ccc3c(c2)OCO3)CC1	-2.0
CCOP(=O)(OCC)c1nc(-c2ccc(Br)cc2)oc1N(C)C	19.0
O=C(COc1ccc(Cl)cc1Cl)N1CCN=C1SCc1cccc(F)c1	2.0
COc1ccc(Br)cc1/C=N\Nc1oc(-c2ccccc2)nc1C#N	8.0
Cc1cc(C(O)CCNC(=O)NCc2cccc3ccccc23)c(C)o1 (stereo not drawn)	-2.0
Cn1cnc(S(=O)(=O)NCC2(c3cccs3)CCOCC2)c1	-11.0
CCCCc1ccc(NC(=O)CSc2nc(=O)n3cc(Cl)ccc3n2)cc1	-8.0&8.0
Cc1cc(C)cc(OCCNS(=O)(=O)c2ccc(Cl)s2)c1	-39.0&-12.0
COc1ccc(-c2csc(CN3CCN(C(=O)CCc4ccccc4)CC3)n2)cc1	3.0
CC(O)(CNS(=O)(=O)c1ccc2c(c1)OCCO2)C1CC1 (stereo not drawn)	0.0
CCOc1ncc(NC(=O)Cc2ccc(Cl)cc2)c(OCC)n1	-39.0
COc1ccc(OC)c(-c2cc(C(=O)N3CCC4(CC(=O)c5ccccc5O4)C3)n(C)n2)c1 (stereo not drawn)	9.0
O=C(O)CC(CC(=O)NCCOc1ccc(F)cc1)c1cccs1 (stereo not drawn)	-36.0
COc1ccc(-c2nc(NC(=O)CCS(=O)(=O)c3ccc(F)cc3)sc2C)cc1	5.0
O=C(Cc1nc(-c2ccncc2)n[nH]1)NCc1ccco1	-14.0&6.0
COc1ccc(S(=O)(=O)NCCNc2cc(-n3cccc3)ncn2)cc1Cl	10.0
O=C(CSc1nc(-c2cccc([N+](=O)[O-])c2)cs1)NCc1ccccc1	2.0
CCC1CCCC1=NNC(=O)CCC(=O)Nc1ccccc1Cl (stereo not drawn)	-10.2
CCOC(=O)[C@H](CC)Sc1nnc(CSc2nc(C)cc(C)n2)n1-c1cccc(C(F)(F)F)c1	-17.0
CN(C)CCOC(=O)NC1CC(=O)N(c2ccc(F)cc2)C1 (stereo not drawn)	-5.0
COc1ccc(OC)c(-n2c(O)c(C=C3C=Nc4ccccc43)c(=O)[nH]c2=O)c1	0.1
Cc1ccc(NC(=O)c2cc(S(=O)(=O)N3CCOCC3)ccc2O)c(C)c1	2.0&2.0
CN1CCOc2ccc(NC(=O)Cc3c(F)cccc3Cl)cc2C1=O	-17.0
CCOCC(=O)NCc1ccc([C@H](O)c2ccccc2)s1	-3.0
O=C(C1CC=CCC1)N1CCCSCC1CN1CCOCC1 (stereo not drawn)	-22.0
Cc1cccnc1NC(=O)CCc1c(C)nn(-c2nc(C)c(C)c(=O)[nH]2)c1C	-2.0
CNC(=O)Cc1cn(Cc2ccc(F)cc2)c2ccccc12	-24.0

Carrying on:
mol	PriA SSB inh
COC(=O)N1CCC(CNC(=O)Nc2cccs2)CC1	-14.0
Cc1ccc2oc(C(=O)N3CCN(c4cccc(C(F)(F)F)c4)CC3)cc2n1	-17.0
COC(CNC(=O)C1COc2ccccc2O1)c1ccsc1 (stereo not drawn)	-13.0
CN(C)[C@@H](CNC(=O)Nc1cccs1)c1ccc2c(c1)CCO2	-9.0
CSC[C@@](C)(O)CNC(=O)C(C)(C)C	-6.0
COC(=O)c1ccc(S(=O)(=O)N2Cc3cncnc3C2)cc1	-4.0
Cc1noc(Cc2ccccc2NC(=O)Nc2cccs2)n1	-5.0
CC1(C(=O)NN=Cc2cc3c(cc2Br)OCO3)CC1(Br)Br (stereo not drawn)	6.9
Cc1cc(NS(=O)(=O)c2ccc(NC(=S)NC(=O)/C=C/c3ccco3)cc2)no1	-5.0
CCN1CCc2nc(-c3ccccc3)n(CC(=O)N3CCCc4ccccc43)c(=O)c2C1	-10.0
COc1ccc(NC(=O)CN2C(=O)CC(c3ccc(C)cc3)=Nc3cccnc32)cc1Cl	5.0
O=C(CNC(=O)c1ccncc1)NN=Cc1ccccn1	-11.5
COc1ccc(/C=N\N=C2\NC(=O)C(CC(=O)Nc3ccccc3)S2)cc1 (stereo not drawn)	-5.0
N#Cc1cccc(C(=O)N2CCC(COc3nc4ccccc4s3)CC2)c1	-5.0
COc1ccc(-n2nnnc2Cc2nnnn2-c2ccc(OC)cc2)cc1	5.0
O=C(c1ccc(S(=O)(=O)NC2CC2)o1)N1CCN(c2ccccc2F)CC1	-15.0
Cc1ccc(-c2cc(=O)n(CC(=O)Nc3ccc(C)c(Cl)c3)cn2)cc1	-6.0
O=C(Nc1ccccn1)C1CN(C(=O)c2cccs2)C1	-4.0
O=C(Nc1cc(F)ccc1F)c1cccn(OCc2ccccc2F)c1=O	-6.0
O=C1NCCN1C(=O)N1CCc2oncc2C1	-11.0
CC(=O)Nc1ccc(S(=O)(=O)NCCNc2cc(-n3cccn3)nc(C)n2)cc1	5.0
COc1ccc(C)cc1NC(=O)CS(=O)c1ncc(-c2ccccc2)n1C (stereo not drawn)	79.0*
COc1ccc2ccccc2c1C=NNC(=O)c1nnn(-c2nonc2N)c1C(C)C	14.9
Cc1ccc(N2C[C@@H](C(=O)NCCc3nc4c(c(C(F)(F)F)n3)CCCC4)CC2=O)cc1	-14.0
CCOCC(=O)N1CCC(N2CCCC2=O)CC1	-13.0
Cc1cccc(-n2ncc3c(=O)n4c(nc32)SCC4CC(=O)Nc2cccc(C)n2)c1 (stereo not drawn)	10.0
Cc1cc(-c2nnc(NC(=O)C(C)(C)C)o2)nn1C	0.0
Cc1ncn(CC(=O)N2CCC(c3nnc(-c4ccsc4)o3)CC2)c(=O)c1C	-11.0
COc1cc(C(C)=NNC(=O)c2cccc(S(=O)(=O)N3CCCC3)c2)cc(OC)c1OC	-0.8
O=S(=O)(NCCOc1cc(N2CCCC2)ncn1)c1cccs1	-2.0

New compounds follow:
mol	PriA SSB inh
Cc1ccc(S(=O)(=O)N2CCN(CCNC(=O)C3CC3)CC2)cc1	7.0
O=C(CN1CCN(Cc2ccccc2)CC1)NN=C/C=C/c1ccccc1[N+](=O)[O-]	-1.4
CC(C)n1nnc(-c2ccc(C(=O)Nc3nc(-c4ccccn4)cs3)cc2)n1	74.4*
CCCCCOc1ccc(C(=O)Nc2nc3cc4c(cc3s2)OCCO4)cc1	-1.0
O=C1C(=O)N(CCCN2CCOCC2)C(c2ccc(F)cc2)C1=C(O)c1ccc2c(c1)OCCO2 (stereo not drawn)	-2.6
N#Cc1ccsc1NC(=O)c1cc(Cl)cc(Cl)c1	-11.0
CC(=O)Nc1ccc(SCCCC(=O)N2CCN(c3ccccc3F)CC2)nn1	-16.0
O=C(Cn1cccc(-c2nc(-c3ccc(Cl)cc3)no2)c1=O)Nc1ccc(F)cc1	-12.0
CC(=NNC(=O)c1ccc([N+](=O)[O-])cc1Cl)c1ccccc1	-4.0
O=C(C(=CO)N=Nc1ccccc1Cl)c1ccccc1	-3.3
N#Cc1ccc(C(=O)NCC(c2ccsc2)N2CCOCC2)cc1 (stereo not drawn)	0.0
Cc1noc(C)c1CN1CCN(C(=O)COc2ccccc2F)CC1	-20.0
Cc1cc(C(=O)Nc2nnc(-c3cccc(S(C)(=O)=O)c3)o2)on1	-4.0
CNc1nc2c(=O)[nH]nc(-c3ccccc3)c2s1	-16.0
O=C(c1cc2n(n1)CCCO2)N1CC[C@H](Cc2ccc(C(F)(F)F)cc2)C1	-16.0
O=C(c1cc2ccccc2o1)N1CCC(n2c(=O)[nH]c3ccccc3c2=O)CC1	-6.0
Cn1c(=NC(=O)c2ccccc2I)sc2ccc3ccccc3c21	1.0
Cc1ccc(N2CC(C(=O)N3CC(n4cc(-c5ccccc5)nn4)C3)CC2=O)cc1C (stereo not drawn)	-11.0
COc1ccc(S(=O)(=O)NCc2cc(C)nc(N3CCCCC3)n2)cc1C	-2.0
Cc1cccc(C)c1NC(=O)CSc1nnc(-c2ccccn2)n1Cc1ccco1	38.1
Cc1ccc(C)c(-c2cc(-c3nc(-c4cccnc4)no3)[nH]n2)c1	-5.0
O=C(CC1CCCCN1S(=O)(=O)c1cccs1)Nc1cc(C(F)(F)F)ccc1Cl (stereo not drawn)	18.0
N#CC(=NNc1ccccc1)C(N)=S	-0.5
Cc1ccccc1C(=O)Nc1ccc2c(c1)C(=O)NCCO2	9.0
COc1ccc(CC(C)(O)CNC(=O)CSc2ccc(F)cc2)cc1 (stereo not drawn)	0.0
O=S(=O)(Cc1ccccc1)Nc1cnc(N2CCCC2)nc1	3.0
O=C(O)Cn1nc(-n2cccn2)ccc1=O	-6.0
O=C1CN(C2CNC2)CCN1	0.0
NS(=O)(=O)c1ccc(N2C(=O)/C(=C\c3ccccn3)SC2=S)cc1	6.0
Cc1n[nH]c(C)c1S(=O)(=O)Nc1ccc2c(c1)CCC(=O)N2C	-19.0

Four of the compounds above, as labelled records:
> O=C(C(=CO)N=Nc1ccccc1Cl)c1ccccc1
  PriA SSB inh: -3.3

> O=C(c1cc2ccccc2o1)N1CCC(n2c(=O)[nH]c3ccccc3c2=O)CC1
  PriA SSB inh: -6.0

> CC(=NNC(=O)c1ccc([N+](=O)[O-])cc1Cl)c1ccccc1
  PriA SSB inh: -4.0

> N#Cc1ccc(C(=O)NCC(c2ccsc2)N2CCOCC2)cc1 (stereo not drawn)
  PriA SSB inh: 0.0

Later entries
mol	PriA SSB inh
Cn1ccnc1SCC1CCN(C(=O)CN2C(=O)CCC2=O)CC1	-16.0
O=C(c1ccccn1)N1CC(n2cc(-c3ccccc3)nn2)C1	-27.0
CCc1ccc(NC(=O)CSc2nnc(-c3cccn(CC)c3=O)n2C)cc1	-10.0
COc1ccccc1CNC(=O)C(=O)Nc1c(C)cc(C)cc1C	-7.0
O=C(NC(C(=O)NN=Cc1ccccc1)c1n[nH]c(=O)c2ccccc12)c1ccccc1 (stereo not drawn)	-9.3
COC(=O)/C=C1/SC(=N/N=C/c2ccco2)NC1=O	i
COc1ccc(NC(=O)Nc2nnc(SCCN3CCOCC3)s2)cc1OC	11.0
COc1ccc(N2CCN(C(=O)Cc3csc(Nc4ccc(F)cc4)n3)CC2)cc1	-18.0
Cc1ccc(C)c(CSc2nc3ccccc3[nH]2)c1	-18.0
COCCNC(=S)NNC(=O)c1ccccn1	156.0*
COc1ccc(Cl)cc1C(=O)N1CCN(Cc2nc(-c3ccco3)cs2)CC1	8.0
O=C(NCCS(=O)(=O)N1CCN(CCc2ccccc2)CC1)c1cccc(Cl)c1	18.0
Cc1cc(Cl)ccc1OCC(=O)N1CCC(n2c(=O)[nH]c3ccc(F)cc3c2=O)CC1	-5.0
Cc1cc(C(=O)NCCn2nc(C3CC3)n(-c3ccccc3)c2=O)c(C)o1	-2.0
NC(=O)c1ccccc1NC(=O)Cc1cc(=O)[nH]c(SCc2cccc(Cl)c2)n1	-4.0
O=c1c2nccnc2n(Cc2cccc(Cl)c2)c(=O)n1Cc1ccccc1	1.0
CC(C)C1SC(=NN=Cc2ccco2)NC1=O (stereo not drawn)	-8.8
COc1ccc(CCNC(=O)NNC(=O)c2ccc(=O)n(Cc3ccc(C)cc3)c2)cc1	-5.0
Cn1cccc1CN(C(=O)[C@@H]1COc2ccccc2O1)C1CC1	7.0
O=C(NCCn1cccc1)[C@H]1CCCN(c2cc(-n3cncn3)ncn2)C1	14.0
CC(=O)C1=C(C)N=c2sc(=Cc3ccc4c(c3)OCO4)c(=O)n2C1c1ccc(N(C)C)cc1 (stereo not drawn)	11.1
CN(C)C(=O)Cc1ccc(NS(=O)(=O)c2ccc(F)cc2)cc1	-2.0
O=c1ccc(-n2ccnc2)nn1CCNS(=O)(=O)c1ccc2c(c1)OCCO2	-15.0
COc1ccc(CCC(=O)NCc2cccnc2-c2ccsc2)c(OC)c1	-1.0
Cc1cc2ccccc2n1CCNC(=O)Nc1cn(C)c2ccccc12	5.0
COC(=O)c1c(NC(=O)CC2SC(N3CCOCC3)=NC2=O)sc2c1CCC2 (stereo not drawn)	-14.0
Cc1ccc(C=NNC(=O)CSc2nc3ccccc3n2Cc2ccccc2)o1	20.6
Nc1nnnn1N=C/C=C/c1ccccc1	-23.0
CCC(=O)Nc1ccc(C(C)=NNC(=O)c2c(-c3ccccc3Cl)noc2C)cc1	-0.8
O=C(Nc1ccccc1F)c1ccc(CNS(=O)(=O)c2cccc(Cl)c2)cc1	-5.0

The final 4 records of the part before open the next one:
mol	PriA SSB inh
Cc1ccc(C=NNC(=O)CSc2nc3ccccc3n2Cc2ccccc2)o1	20.6
Nc1nnnn1N=C/C=C/c1ccccc1	-23.0
CCC(=O)Nc1ccc(C(C)=NNC(=O)c2c(-c3ccccc3Cl)noc2C)cc1	-0.8
O=C(Nc1ccccc1F)c1ccc(CNS(=O)(=O)c2cccc(Cl)c2)cc1	-5.0
Cn1c(=O)c2c(nc(Br)n2CC(O)COc2ccc3ccccc3c2)n(C)c1=O (stereo not drawn)	-2.0
COc1ccc2c(=O)c(-c3cnn(-c4ccccc4)c3)c(C(F)(F)F)oc2c1OC	-11.0
COc1ccc2cc(C(=O)N3CCC(n4ccnn4)CC3)[nH]c2c1	-2.0
O=C1CCCC(=O)N1CCS(=O)(=O)N1CCN(c2ccccc2Cl)CC1	-13.0&-4.0
Cc1cc(C(=O)NCc2cc(-c3ccncc3)n(C3CCCC3)n2)c(C)o1	11.0
